procasp7 counter: activates human procaspase-7, counter-screen for procaspase-3 activators; P55210; recombinant procaspase-7, Ac-DEVD-pNA absorbance 405 nm; D23A/D198A/D206A triple mutant, cannot self-cleave; scale: DMSO 0, 5 µM enzyme 100; activation, % at 8.5 µM; actives 0.093% (n = 330,000); AID 463210;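 active means percent activation above the screen-wide mean plus 3 SD, cut at about 25% in these data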
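Test system: Procaspase-7 triple mutant (PC-7 D3A). Also added: Ac-DEVD-pNA substrate, 400 µM as added. Schedule: 1 h enzyme–compound preincubation and 2 h substrate reaction, both 25 °C. Signal: p-Nitroaniline absorbance at 405 nm, read at 0 and 120 min. Control set: low DMSO alone, high DMSO plus 5 µM PC-7.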
AHR act: activates the human aryl hydrocarbon receptor; activation, % at 5 µM; P35869; AID 2796; AHR-responsive luciferase reporter cells, luminescence; actives 2.5% (n = 320,000); in the data active means activation above about 47%;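 further: 0% = vehicle wells and 100% = reference agonist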
proCasp3 act: procaspase-3 (human) activation; activation, % at 8.5 µM; actives 0.11% (n = 330,000); AID 463141; P42574; recombinant procaspase-3 D3A, Ac-DEVD-pNA absorbance 405 nm;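 active means activation above the mean of all tested compounds plus 3 SD, cut at about 21% in these data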;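 further: 0% = DMSO alone and 100% = DMSO wells spiked with extra 5 µM PC-3 D3A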
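Technique: 405 nm absorbance of p-nitroaniline, reads at 0 and 120 min; Test system: Procaspase-3 D3A mutant; Incubation: 1 h enzyme-compound preincubation, then 2 h substrate reaction, 25 °C; Repeats: singlicate, each compound tested once; Benchmarks: low control DMSO wells, high control DMSO plus 5 µM PC-3 D3A.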
* marks the source's active call; other numbers are inactive results. Some of the compounds tested, so the mix of outcomes need not match the whole.

| cpd | canonical_smiles | procasp7 counter | AHR act | proCasp3 act |
| --- | --- | --- | --- | --- |
| 1 | CCn1c(O)c(C=Nc2ccc(S(N)(=O)=O)cc2)c(=O)n(CC)c1=S | -12.4 | 2.2 | -3.5 |
| 2 | O=C1C=C2C=C[C@H]3C[C@]2(O1)[C@@H]1CCCCN13 | 5.3 | -0.2 | 5.3 |
| 3 | COc1cc(C(O)CNC(C)C)cc(F)c1OC (stereo unspecified) | 8.0 | 1.0 | 1.7 |
| 4 | O=c1c2ccccc2nc(/C=C/c2ccc3c(c2)OCO3)n1-c1cccc(O)c1 | 4.1 | 12.3 | -1.4 |
| 5 | CCc1ccc(CNCCc2ccc(F)cc2)cc1 | 11.7 | -0.1 | 3.3 |
| 6 | c1ccc(-c2nc(N3CCOCC3)s[n+]2-c2ccccc2)cc1 | -13.3 | 4.5 | 3.1 |
| 7 | CCOC(=O)c1ccccc1NC(=O)c1c(O)[nH]c(=S)[nH]c1=O | -2.3 | -0.7 | 1.4 |
| 8 | COC(=O)[C@]12OC[C@]34C([C@@H](O)[C@@H]1O)[C@]1(C)CC(=O)C(O)=C(C)[C@@H]1C[C@H]3OC(=O)[C@H](O)[C@@H]24 (stereo partly specified) | -0.8 | -5.9 | 6.5 |
| 9 | COC(=O)C1=C(c2cccc(OC)c2OC)C[C@@H]2CC[C@H]1N2C(=O)NCCNC(C)=O | -2.8 | 0.7 | 0.6 |
| 10 | C/C(=N\NC(=O)c1ccncc1)c1c(O)[nH]c(=O)[nH]c1=O | -5.6 | 5.7 | 0.9 |
| 11 | Cc1c(C=C2C(=O)N(C)C(=O)N(C)C2=O)c(=O)n(-c2ccccc2)n1C | 17.4 | -1.7 | 2.6 |
| 12 | O=[N+]([O-])c1ccc(N2CCCC2)cc1N/N=C1\CN2CCC1CC2 | -3.4 | 3.4 | 3.6 |

Record cards (already shown). Screens in order: procasp7 counter, AHR act, proCasp3 act
O=c1c2ccccc2nc(/C=C/c2ccc3c(c2)OCO3)n1-c1cccc(O)c1 across the screens: 4.1, 12.3, -1.4
c1ccc(-c2nc(N3CCOCC3)s[n+]2-c2ccccc2)cc1 across the screens: -13.3, 4.5, 3.1

Laid out differently: results already given
Screens in order: procasp7 counter, AHR act, proCasp3 act
#6 c1ccc(-c2nc(N3CCOCC3)s[n+]2-c2ccccc2)cc1
  -13.3, 4.5, 3.1
#7 CCOC(=O)c1ccccc1NC(=O)c1c(O)[nH]c(=S)[nH]c1=O
  -2.3, -0.7, 1.4
#8 COC(=O)[C@]12OC[C@]34C([C@@H](O)[C@@H]1O)[C@]1(C)CC(=O)C(O)=C(C)[C@@H]1C[C@H]3OC(=O)[C@H](O)[C@@H]24 (stereo partly specified)
  -0.8, -5.9, 6.5
#9 COC(=O)C1=C(c2cccc(OC)c2OC)C[C@@H]2CC[C@H]1N2C(=O)NCCNC(C)=O
  -2.8, 0.7, 0.6

Taken from above:
`COC(=O)[C@]12OC[C@]34C([C@@H](O)[C@@H]1O)[C@]1(C)CC(=O)C(O)=C(C)[C@@H]1C[C@H]3OC(=O)[C@H](O)[C@@H]24` (stereo partly specified) in AHR act shows -5.9
`O=C1C=C2C=C[C@H]3C[C@]2(O1)[C@@H]1CCCCN13` in AHR act shows -0.2
`COC(=O)C1=C(c2cccc(OC)c2OC)C[C@@H]2CC[C@H]1N2C(=O)NCCNC(C)=O` in procasp7 counter shows -2.8
